Luciferase inh = blocks purified firefly luciferase enzyme activity; Potency, µM (highest dose often 115 µM), for the others: at the highest dose activity change, negative = inhibition, most hits filed as inhibitors; hit rate 2.5% among 76,000; purified P. pyralis luciferase, luminescence, biochemical; AID 1347043; P08659; further: potency means the concentration at half of the fitted maximal effect; nearly all actives have a fitted effect of over 65% in size
Target sequence (P08659 whole entry, looked up): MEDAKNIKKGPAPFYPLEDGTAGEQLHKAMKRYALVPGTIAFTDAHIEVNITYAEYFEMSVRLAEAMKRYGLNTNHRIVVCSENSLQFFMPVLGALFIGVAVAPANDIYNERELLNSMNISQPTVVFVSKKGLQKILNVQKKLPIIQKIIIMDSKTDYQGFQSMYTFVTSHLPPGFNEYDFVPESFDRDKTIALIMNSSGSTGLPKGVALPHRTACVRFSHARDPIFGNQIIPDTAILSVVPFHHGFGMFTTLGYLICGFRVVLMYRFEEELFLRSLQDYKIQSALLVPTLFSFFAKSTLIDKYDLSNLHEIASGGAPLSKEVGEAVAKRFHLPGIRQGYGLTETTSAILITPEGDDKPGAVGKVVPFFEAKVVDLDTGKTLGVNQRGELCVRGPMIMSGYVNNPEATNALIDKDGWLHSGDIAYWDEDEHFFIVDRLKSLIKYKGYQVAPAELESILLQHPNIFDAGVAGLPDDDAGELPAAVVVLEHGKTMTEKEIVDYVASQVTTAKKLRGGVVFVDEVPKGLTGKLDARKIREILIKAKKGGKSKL
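Purified 10nM P. pyralis luciferase with 10uM D-luciferin and 10uM ATP in 50mM Tris acetate pH 7.5, 10mM Mg acetate, 0.01% Tween-20, 0.05% BSA. qHTS titration; luminescence read by CCD imager.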
HEK cytotox = cytotoxic compounds in HEK 293 cells; HEK 293 viability, ATP luminescence (CellTiter-Glo), 48-72 h; Potency, µM (top dose mostly 115 µM), without a hit: top-dose activity change, negative = cytotoxicity, usual class: inhibitors; hit rate 6.6% among 94,000; AID 1345083; further: potency means the concentration at half of the fitted maximal effect; nearly all actives have a fitted effect of over 60% in size
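HEK 293 cells seeded at 250 cells/well were exposed to compound for 48 or 72 hr at 37 degree Celsius. Viability taken as ATP content by CellTiter-Glo luminescence.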
SNCA expr inh = SNCA gene expression inhibition; HEK-293 SNCA-luciferase knock-in, luminescence, 24 h; Potency, µM (highest dose often 57.2 µM), without a hit: top-dose activity change, negative = inhibition, most hits filed as inhibitors; AID 1671194; hit rate 0.17% among 140,000;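 further: potency means the concentration at half of the fitted maximal effect; plate controls were DMSO cells for no effect and cell-free wells for full effect; nearly all actives have a fitted effect of over 45% in size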
SNCA viab count = counter-screen for SNCA expression inhibitors: cell viability; AID 1671193; HEK-293-SNCA-luc viability, GF-AFC fluorescence, 24 h; Potency, µM (titrated, usually from 57.1 µM), without a hit: at the top dose activity change, negative = cytotoxicity, most hits filed as cytotoxic; hit rate 0.12% among 150,000;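 further: potency means the concentration at half of the fitted maximal effect; 0% = DMSO-treated cells and -100% = medium-only wells without cells; nearly all actives have a fitted effect of over 30% in size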
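HEK-293-SNCA-luc cells (1500/well) plated 24 h, then exposed 24 h to a dilution series; GF-AFC added 30 min at 37C, fluorescence 405/540 nm; normalised to medium-only and DMSO wells, Hill fit.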
3T3 cytotox = kills NIH 3T3 cells; Potency, µM (top dose mostly 96.7 µM), inactives show at the top dose activity change, negative = cytotoxicity, most hits filed as inhibitors; NIH 3T3 viability, CellTiter-Glo ATP luminescence, 48-72 h; hit rate 4.3% among 94,000; further: potency means the concentration at half of the fitted maximal effect; nearly all actives have a fitted effect of over 55% in size
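NIH 3T3 cells at 400 cells/well received 23 nL of compound by pintool and were incubated 48 or 72 h at 37 °C. Viability was read as ATP-coupled CellTiter-Glo luminescence.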
IP6K1 inh = inhibitors of human IP6K1; Q92551; IP6K1 kinase, ADP-Glo luminescence, 2 h; stronger effect = lower value; activity change, % (series mostly up to about 58 µM); hit rate 0.81% among 140,000; AID 1645851; in the data active means activity change below about -25%
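ADP-Glo luminescence measures ADP made by human IP6K1 during a 2 h RT reaction with ATP/IP6 (mix at 1.3 mM/130 uM); top library doses 57.5 and 19.1 uM final.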
GPT2 inh = inhibitors of human GPT2 alanine aminotransferase; Q8TD30; Recombinant GPT2, coupled pyruvate oxidase/HRP Amplex Red fluorescence; Potency, µM (doses to about 57.7 µM), without a hit: top-dose activity change, negative = inhibition, hits mostly inhibitors; hit rate 0.25% among 100,000; AID 1671188; further: potency means the concentration at half of the fitted maximal effect; nearly all actives have a fitted effect of over 60% in size; many of its hits are not listed in these tables
Target sequence (Q8TD30 whole entry, looked up): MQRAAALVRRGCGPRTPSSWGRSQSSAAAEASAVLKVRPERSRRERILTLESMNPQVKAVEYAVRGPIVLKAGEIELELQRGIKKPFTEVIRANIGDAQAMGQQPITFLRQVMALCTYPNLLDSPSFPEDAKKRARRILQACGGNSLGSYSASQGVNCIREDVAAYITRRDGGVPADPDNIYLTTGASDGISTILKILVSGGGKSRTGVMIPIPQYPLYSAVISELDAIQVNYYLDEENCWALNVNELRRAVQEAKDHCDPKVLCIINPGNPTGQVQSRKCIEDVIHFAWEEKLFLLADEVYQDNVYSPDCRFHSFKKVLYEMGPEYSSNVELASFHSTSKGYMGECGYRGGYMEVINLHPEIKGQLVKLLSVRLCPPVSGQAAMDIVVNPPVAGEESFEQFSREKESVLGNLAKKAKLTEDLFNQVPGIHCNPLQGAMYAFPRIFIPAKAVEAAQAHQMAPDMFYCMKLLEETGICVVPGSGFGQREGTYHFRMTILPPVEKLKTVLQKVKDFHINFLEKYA
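Fluorescence read-out: pyruvate from GPT2 turnover coupled to pyruvate oxidase, HRP and Amplex Red (0.2mM ThPP, 0.2U/mL PO and HRP, 50uM Amplex final). Substrates 250uM a-KG, 2mM L-alanine; enzyme 10ng/uL; 30 min RT.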
* = called active by the depositor; i = inactive; u = inconclusive; x = not tested or not shown; [ ] = remark or other dose. Unless noted, the call rests on the fitted dose curve; in most records, active means well fitted curve in the direction sought with a large enough effect; inconclusive means small, poorly fitted or top-dose-only effect, or another doubt; inactive means no such curve, though single readings can be large; an effect the other way counts as inactive or inconclusive. Unless noted, on the % scale 0 is the no-effect control and ±100 the full control effect.

SMILES	Luciferase inh	HEK cytotox	SNCA expr inh	SNCA viab count	3T3 cytotox	IP6K1 inh	GPT2 inh
COCC(=O)N1CCCC(C(=O)N2CCN(c3ccccc3OC)CC2)CCNC(=O)CC1 (centres undefined)	-13.5%	-8.3%	-8.9%	13.0%	-21.0%	-12.0	i
COC1CCC12CCN(C(=O)NCc1ccc(C)cc1)CC2 (centres undefined)	x	-4.4%	14.5%	-17.0%	-12.2%	11.6	i
CC1CCN(CC(=O)N2CCCc3c2c(=O)oc2ccc(OCc4ccccc4)cc32)CC1	x	x	2.5%	u	x	-17.0	x
COCCC(=O)N1CCC2(CC1)C(OC)CN2c1cccc(F)c1 (centres undefined)	-6.9%	3.9%	u	-15.8%	2.4%	-0.4	i
COc1ccccc1NC(=O)c1sc2nc(C)c(C(=O)Nc3ccc(C)cc3C)c(-c3ccco3)c2c1N	x	x	-10.8%	10.2%	x	-5.2	x
CC(=O)Nc1ccc(CN2CCC3(CC(Cc4ccccc4)=NO3)C2)cc1 (centres undefined)	0.2%	u	25.9%	3.4%	-25.9%	0.0	-6.0%
Cc1ccc(NC(=O)NC(C)c2c(-n3cccc3)sc(C)c2C)c(C)c1 (centres undefined)	x	x	-4.1%	-1.5%	x	4.1	x
CCC(=O)N1c2ccccc2CC1C(=O)NCCN1CCN(c2cccc(C(F)(F)F)c2)CC1 (centres undefined)	x	x	-24.5%	7.4%	x	37.9	x
CNC(=O)c1cc(C)nc2onc(C3CCCN(C(=O)c4ccccn4)C3)c12 (centres undefined)	x	-3.1%	x	x	-23.1%	-3.2	x
COCCN1CCC(N2CCN(S(=O)(=O)Cc3ccc(F)cc3Cl)CC2)C1=O (centres undefined)	-1.8%	i	-2.1%	10.0%	i	14.4	i

The last two entries of the section before come first, to join the parts:
SMILES	Luciferase inh	HEK cytotox	SNCA expr inh	SNCA viab count	3T3 cytotox	IP6K1 inh	GPT2 inh
CNC(=O)c1cc(C)nc2onc(C3CCCN(C(=O)c4ccccn4)C3)c12 (centres undefined)	x	-3.1%	x	x	-23.1%	-3.2	x
COCCN1CCC(N2CCN(S(=O)(=O)Cc3ccc(F)cc3Cl)CC2)C1=O (centres undefined)	-1.8%	i	-2.1%	10.0%	i	14.4	i
COc1ccc(-c2coc3c2c(C)cc2oc(=O)cc(C)c23)cc1	x	x	23.4%	-1.9%	x	7.8	x
O=C(NCc1ccc(F)cc1)N1CCC2(CC1)CC(OCC1CC1)CCO2 (centres undefined)	1.8%	5.2%	-2.0%	4.6%[12.5 µM]	-5.7%	5.5	i
CN(C)C[C@@H]1CN(S(C)(=O)=O)C[C@H]1NC(=O)CCC1CCCC1	-3.5%	4.7%	-28.8%	4.4%	-3.9%	11.3	i
CC(=O)c1cccc(NC(=O)CSc2nnc3ccc(-c4ccc(Br)cc4)nn23)c1	x	x	-3.9%	-0.2%	x	-7.9	x
O=C1CCNCCCC(CO)CCN1 (centres undefined)	3.5%	-0.1%	-12.0%	2.6%	-6.7%	4.4	i
Cn1ccnc1CN1CCN(C(=O)C2(Cn3ccnc3)CC2)CC1	9.9%	i	-5.9%	3.0%	3.7%	-19.6	i
Cc1nc(CN2CCOC3(CCN([S+](=O)([O-])c4ccccc4C)CC3)C2=O)cs1	-9.2%[172 µM]	u	-24.7%[87.6 µM]	5.7%[87.6 µM]	-29.1%[138 µM]	-5.4	u
COCCn1nc2n(c1=O)CCN(Cc1ccc3cc[nH]c3c1)CC2	3.1%	0.0%	1.4%	17.6%	-12.4%	-2.5	i
COc1ccccc1NC(=O)c1sc2nc(C)c(C(=O)Nc3ccc(Cl)cc3)c(-c3ccc(Br)cc3)c2c1N	x	x	24.1%	10.4%	x	-6.3	x
CNC(=O)[C@H]1CN(C(=O)NC2CCCC2)[C@]2(C)C(=O)N(CC3CC3)c3ccccc3[C@H]12	x	u	x	x	-15.6%	-6.1	x
COc1ccc(-c2cc(C(C)=O)c(C)n2CCC(=O)NCc2ccc(F)cc2)cc1	x	x	u	-4.4%	x	23.7	x
CCc1ccccc1NS(=O)(=O)c1ccc2c(c1)OCC(C(=O)N1CCCC1)O2 (centres undefined)	x	x	-15.4%	2.3%	x	-13.5	x
COc1ccc(CNC(=O)C(C)n2ccc3cc(S(=O)(=O)N4CCCC4)ccc32)cc1OC (centres undefined)	x	x	2.0%	11.0%	x	3.9	x
Cc1cccc(N2C(=O)N(CC(=O)C(C)(C)C)c3ccccc3S2(=O)=O)c1C	x	x	1.6%	-16.5%	x	-1.2	x
CCOc1ccc(N(CC)C(=O)c2ccc3c(c2)N(S(C)(=O)=O)CC3)cc1	-21.9%	u	-20.7%	2.5%	u	-6.8	1.3%
O=C(CCN1CCCC1=O)NC1CCCN(CCCc2ccccc2)C1 (centres undefined)	-8.4%	0.0%	-3.8%	2.5%	-1.5%	35.1	-24.7%
CN1C[C@@H](NC(=O)c2cccs2)C[C@H]1c1nc(-c2ccccn2)no1	-23.6%[172 µM]	-8.7%[172 µM]	56.2%[activator][87.6 µM]	-11.2%[87.6 µM]	-0.3%[174 µM]	9.1	i
COc1ccccc1-c1nc(C(=O)NCc2ccc(F)cc2)n2ccccc12	x	-18.8%	17.9%	-0.7%	u	-17.5	-15.1%
Cc1nc(CCNC(=O)C2NCCc3[nH]cnc32)nc2c1CCCC2 (centres undefined)	4.6%	-5.1%	16.4%	0.6%	-13.2%	7.2	i
c1cc(-c2cc(-c3ccncc3)c3cncn3c2)c2[nH]ccc2c1	u	100µM*	u	-1.5%[87.6 µM]	39.8µM*	-5.7	-22.5%[88.5 µM]
O=C(CN1C(=O)NC(c2ccccc2Cl)C2=C1COC2=O)Nc1ccc(Cl)cc1 (centres undefined)	-12.6%	u	-30.2%	0.7%	u	-3.5	-5.2%
COc1ccc2oc(CNC(=O)c3cc(CC(C)C)nn3C)nc2c1	2.7%	u	3.6%	-14.0%	-31.4%	29.1	i
COc1ccc(/C=C/C(=O)Nc2ccc3nc(N4CCCCC4)cc(C)c3c2)cc1OC	x	x	31.3%[activator]	-19.7%	x	21.5	x
COc1cccc(CC(=O)N[C@H](C)c2onc(-c3ccc(F)cc3)c2C(=O)O)c1	-6.7%[172 µM]	-5.7%[172 µM]	-0.4%[87.6 µM]	4.2%[87.6 µM]	-17.9%[138 µM]	2.6	u
COC(=O)c1ccccc1NC(=O)c1cnc2sc(N3CCOCC3)nn2c1=O	x	x	12.2%	3.2%	x	8.5	x
O=C(NC1CCN(c2cc(-c3cccs3)[nH]n2)CC1)c1cccc(Cl)c1	1.3%	44.7µM*	-26.3%	-23.2%	u	21.9	-1.3%
CCC(=O)N(C1CCOCC1)C1CCN(S(=O)(=O)c2cccc(C)c2)CC1	1.6%	0.6%	-7.8%	3.1%	-18.8%	-9.8	-0.9%
CCC(C(=O)NCc1c(C)ncc2c1CCNC2)n1cccn1 (centres undefined)	-2.2%	2.5%	1.1%	12.2%	i	18.5	1.7%
O=C(Cn1cccc1-c1nc(-c2ccc(F)cc2)no1)NCCc1ccc(Cl)cc1	-2.7%	-1.1%	13.8%	6.6%	4.9%	33.0	i
O=C(C1C2C(=O)N(C3CCCCCC3)C[C@@]23C=C[C@@H]1O3)N1C[C@@H]2[C@H](C1)[C@H]1CC[C@@H]2O1 (some centres undefined)	6.4%	-28.0%	-24.1%	-5.1%	u	2.0	1.0%
Cc1ccc(-c2c3c(=O)n(C)c(=O)n(C)c3c3c(C(F)(F)F)nc4ccccc4n23)cc1	x	x	-18.5%	u	x	-15.7	x
Cc1ccc(NC(=O)N2CCCN(CCn3nc4n(c3=O)CCCC4)CC2)cc1F	x	1.7%	x	x	-12.8%	-7.1	x
COc1cccc(-c2ccc(CN3CCCC3C(=O)NCc3ccc(C(F)(F)F)cc3)cc2)c1 (centres undefined)	x	35.5µM*	u	-22.7%	u	-8.6	-52.7%
CCCc1nnc(NC(=O)Cc2coc3ccc(C)cc23)s1	x	x	16.0%	-7.2%	x	-14.4	x
COc1ccccc1NC(=O)N1CCc2cc(OC)c(OC)cc2C1CNC(=O)CC(C)C (centres undefined)	-2.5%	-26.9%	1.7%	-8.8%	-21.1%	-12.3	-3.5%
Cc1ccc(C(=O)NC2CCN(c3cnn(Cc4ccccc4)c(=O)c3)CC2)s1	-13.1%	u	-9.9%	3.9%	u	15.5	-10.1%
Cc1ccc(OCC(=O)N2CCOc3ccc(CN4CCc5ccccc5C4)cc3C2)cc1	-0.7%	u	-21.4%	-20.8%	39.8µM*	-6.6	-10.0%
CN(C)[S+](=O)([O-])c1ccc2c(c1)OCCN(Cc1ccsc1)C2	-3.2%[172 µM]	u	-4.3%[87.6 µM]	1.6%[87.6 µM]	u	-5.6	i
O=C(NC1CCN(Cc2cccc(-c3cccs3)c2)CC1)c1ccccn1	x	u	-6.4%	-4.8%[12.5 µM]	u	-6.5	-15.1%
COc1ccc(CCC(=O)N2CCCN(c3cc(-c4ccc(Br)cc4)[nH]n3)CC2)cc1	-5.9%	u	u	-20.3%	u	14.6	u
CNC(=O)C1CCC(Cn2c(=O)c3sccc3n(CC(=O)Nc3ccc(C)c(C)c3)c2=O)CC1 (centres undefined)	x	x	1.6%	-1.2%	x	0.2	x
CC1(CCCCc2ccccc2)COc2ccc(C(=O)N3CCNC(=O)C3)cc2N1 (centres undefined)	-6.1%[172 µM]	u	-18.5%[87.6 µM]	10.4%[87.6 µM]	u	4.3	-23.2%[88.5 µM]
O=C(Nc1ccc2nc(SCC(=O)N3CCOCC3)sc2c1)c1ccc(Cl)cc1	x	x	13.1%	-6.6%	x	12.0	x
CC(C)N1CCN(Cc2ccccc2C#Cc2ccccc2)CC1CCO (centres undefined)	3.4%	u	-1.8%	-13.7%	u	3.7	-4.5%
CCOC(=O)c1noc2nc(C)n(CC(=O)Nc3cccc(OC)c3)c(=O)c12	x	x	-6.7%	6.4%	x	13.7	x
Cc1cc(C)c(NC(=O)Cn2nnc(-c3nc(-c4ccncc4)no3)c2N)c(C)c1	x	x	9.2%	-0.7%	x	3.1	x
O=C1COCCN1C1CCN([S+](=O)([O-])c2ccccc2)CC1	x	i	-15.6%	4.9%	3.5%	-16.8	i
Cc1ccc(Sc2ccc(N3CCC(C(=O)Nc4ccc(Cl)cc4)CC3)nn2)cc1	x	x	14.7%	-7.6%	x	-20.8	x
COc1ccccc1Nc1ccnc(N2CCC[C@H]2C(=O)NCc2cccc(Cl)c2)n1	x	u	-26.1%	-19.0%	u	-11.5	-3.3%
O=C(NCc1ccc(C(F)(F)F)cc1)C1CCCN(c2nc3ncccc3o2)C1 (centres undefined)	-10.4%	-1.9%	-1.5%	10.4%	-14.2%	12.2	i
COCCC1(NC(=O)c2ccccc2)CCN(Cc2ccc(F)cc2F)CC1	4.0%	u	7.8%	-19.3%	-5.7%	-14.1	-8.6%

Bioassay records (PubChem)
